Screens deposited in PubChem BioAssay by several laboratories.
Rad51 HR inh: blocks human Rad51 in homologous recombination; hRad51 DNA strand exchange, fluorescence dequenching; inhibition, % at 10 µM; 200,000 tested, 0.085% active; AID 1385;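 active = inhibition above 40% at the single screening dose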;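 note: 0% = DMSO control wells and 100% = blanks with heterologous ssDNA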
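Material: hRad51 filaments on single-stranded DNA; Reagent: Donor/quencher-labelled 47-bp dsDNA substrate; Compound: 10 µM final, single point; Schedule: 37 °C 15-min filament assembly, 30-min compound preincubation, 15-min exchange; Technique: FRET fluorescence, excitation 485 nm, emission 520 nm; Benchmarks: control wells and blank wells on each plate.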
zVAD death inh: L929 zVAD cell death inhibition. viability rescue, % at 10 µM. 220,000 tested, 0.38% active. L929 zVAD necroptosis rescue, ATP luminescence, 24 h; with zVAD 60 µM;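 active = activation, scaled between plate controls, above about 75%, limit read from the data; inactive = activation under that limit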;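 note: 0% = zVAD with DMSO and 100% = DMSO alone without zVAD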
m-calpain inh: blocks pig calpain II enzyme activity | inhibition, % at 16 µM | purified calpain II, fluorogenic peptide substrate, 30 min | AID 1236 | 220,000 tested, 0.37% active;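 active = inhibition above about 50%, limit read from the data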
KCC2 mod: modulators of human KCC2 chloride dependent transport. Q9H2X9. KCC2 cells, thallium flux FluoZin-2 fluorescence. B-score of Tl+ flux slope (higher = more flux/activation; lower = inhibition) at 10 µM. 190,000 tested, 2.2% active;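 active = thallium flux slope and its plate-corrected score both differing from the plate sample mean at a set confidence after two filtering rounds, in either direction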;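 note: slope of fluorescence scaled to starting intensity during 10 to 20 s after thallium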
EBV gp42 inh: inhibitors of Epstein-Barr virus glycoprotein 42. 220,000 tested, 0.42% active. AID 1085. Fluorescence polarization binding assay, mP read-out. inhibition, % (tested at 21.74 µM). Q1HVG2; in the data active = inhibition above about 50%
MDM2 E3 inh: inhibitors of human Mdm2 E3 ubiquitin ligase. Q00987. cell-based MDM2 ubiquitination luciferase reporter, 2 h; 0 = plate control, 100 = twice control, blank-subtracted. signal enhancement, % at 5 µM. 210,000 tested, 0.11% active;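 active = signal enhancement of 30% or more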;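 note: luminescence tracks abundance of the self-degrading MDM2-luciferase fusion protein; higher signal means inhibition of MDM2 E3 ligase activity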
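Material: Stable MDM2–luciferase fusion reporter cells | Amount: 2000 cells seeded into each well | Dosing: One concentration, 5 µM, with 0.2% DMSO | Incubation: 4 h cell settling then 2 h compound exposure, 37 °C | Measured by: Luciferase luminescence | Read-out basis: % enhancement relative to plate controls after blank subtraction | Benchmarks: Control and blank well means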
PERK inhibitor: inhibitors of human PERK kinase | Q9NZJ5 | 220,000 tested, 0.17% active | CHO PERK-DD fusion, SEAP luminescence translation reporter | inhibition, % at 5.6 µM;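 active = inhibition above the mean inhibition of all tested compounds plus 3 SD, set separately per screening campaign, cut at about 2.9% in these data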;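 note: PERK kinase domain activated by AP20187 dimerizer at 100 nM; 0% = DMSO with dimerizer and 100% = rapamycin at 8.4 µM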
Target sequence (Q9NZJ5 whole entry, looked up, the tested form may be a part): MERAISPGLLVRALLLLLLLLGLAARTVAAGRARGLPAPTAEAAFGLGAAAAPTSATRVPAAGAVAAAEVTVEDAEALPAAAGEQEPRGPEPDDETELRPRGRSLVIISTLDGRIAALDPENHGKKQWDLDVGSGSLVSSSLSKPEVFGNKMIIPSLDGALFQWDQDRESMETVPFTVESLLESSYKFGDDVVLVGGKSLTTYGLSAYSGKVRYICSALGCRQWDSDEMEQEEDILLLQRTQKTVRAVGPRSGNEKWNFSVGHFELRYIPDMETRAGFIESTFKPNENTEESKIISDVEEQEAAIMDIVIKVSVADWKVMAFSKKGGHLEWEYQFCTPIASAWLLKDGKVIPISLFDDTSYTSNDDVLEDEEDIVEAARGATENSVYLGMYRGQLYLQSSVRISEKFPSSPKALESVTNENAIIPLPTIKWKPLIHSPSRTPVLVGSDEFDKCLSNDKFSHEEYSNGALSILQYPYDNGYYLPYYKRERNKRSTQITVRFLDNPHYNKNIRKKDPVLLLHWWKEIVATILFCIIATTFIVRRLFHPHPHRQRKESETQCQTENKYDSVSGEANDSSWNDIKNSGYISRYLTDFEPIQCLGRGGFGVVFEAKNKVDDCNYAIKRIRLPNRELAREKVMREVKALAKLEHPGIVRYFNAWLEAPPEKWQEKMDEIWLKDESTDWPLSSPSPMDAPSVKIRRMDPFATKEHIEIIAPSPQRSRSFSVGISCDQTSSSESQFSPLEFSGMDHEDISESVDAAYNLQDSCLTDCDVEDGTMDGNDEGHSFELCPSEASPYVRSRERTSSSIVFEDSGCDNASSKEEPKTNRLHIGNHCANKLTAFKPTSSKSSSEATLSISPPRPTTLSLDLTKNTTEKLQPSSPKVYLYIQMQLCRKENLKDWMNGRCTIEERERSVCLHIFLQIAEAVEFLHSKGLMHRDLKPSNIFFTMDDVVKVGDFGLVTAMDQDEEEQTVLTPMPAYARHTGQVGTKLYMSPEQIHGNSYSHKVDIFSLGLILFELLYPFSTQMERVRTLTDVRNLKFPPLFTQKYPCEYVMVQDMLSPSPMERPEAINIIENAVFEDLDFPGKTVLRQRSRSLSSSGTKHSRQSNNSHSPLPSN
TNF necrop inh: inhibitors of TNF-alpha induced necroptosis in Jurkat FADD-/- cells; Jurkat FADD-/- TNF necroptosis rescue, ATP luminescence, 24 h; 0 = TNF only, 100 = no-TNF cells; activation (protection from cell death), % at 10 µM; 220,000 tested, 0.068% active;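 active = activation, meaning protection from cell death, of at least 50% relative to plate controls; inactive = activation below 50%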;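 note: necroptosis triggered by 40 ng/mL TNF-alpha added together with compound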
eIF4E-4G inh: eIF4E/eIF4G interaction inhibition in translation initiation. inhibition, % at 21.7 µM. TR-FRET eIF4E-eIF4GI(517-606) binding, 2 h. P63073+Q04637. 220,000 tested, 0.37% active;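 active = inhibition above about 30%, limit read from the data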;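 note: 0% = full FRET control wells and 100% = background wells lacking eIF4GI fragment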
The depositor's hits bear a star; i = inactive; x = no result given; [ ] = remark or other dose.

SMILES | Rad51 HR inh | zVAD death inh | m-calpain inh | KCC2 mod | EBV gp42 inh | MDM2 E3 inh | PERK inhibitor | TNF necrop inh | eIF4E-4G inh
CCOc1cccc(-c2csc(C3COc4ccccc4O3)n2)c1 (configuration not stated) | -3 | 0.5 | -7 | 0.78 | -11 | -11 | 0.0 | 0.8 | 18
Cc1cccc(NC(=O)C2CCN(S(=O)(=O)c3cccc4nsnc34)CC2)c1 | -1 | 1.5 | -9 | -0.56 | -4 | -2 | 0.4 | -0.1 | 3
COc1ccc(CNC(=O)CCCN2C(=O)c3ccccc3C2=O)cc1 | -2 | 2.3 | 29 | 0.31 | 0 | 1 | -0.1 | -1.5 | 2
Cc1ccc(-c2csc(NC(=O)c3cccc([N+](=O)[O-])c3)n2)cc1 | x | 0.0 | 24 | x | 5 | -5 | 0.0 | -3.3 | -4
COC(=O)c1sccc1NC(=O)CC1C(=O)NCCN1C(=O)Nc1ccc(OCc2ccccc2)cc1 (configuration not stated) | 4 | -0.2 | -36 | -0.1 | -13 | -9 | -1.8 | 1.0 | -2
COc1ccc(C2C(C(=O)c3cccs3)=C(O)C(=O)N2c2nncs2)cc1 (configuration not stated) | i | 1.2 | -26 | x | 133* | -7 | 0.6 | 0.7 | -1
Cc1cccc(C(=O)c2cccc(C)c2)c1 | -19 | x | 16 | -0.18 | -1 | -3 | 0.7 | -0.6 | 5
COc1ccc2c(c1)C(=O)N(c1ccccc1C)C(=O)C2(C)C | -1 | -0.7 | -103 | -0.28 | -8 | 8 | -0.2 | -0.9 | 1
COc1ccc(/C=C/C(O)=C(\C#N)c2nnc(N3CCOCC3)n2-c2ccccc2)cc1OC | -9 | -0.8 | 13 | -1 | -2 | 5 | 0.6 | -1.8 | -2
Cn1c(O)c(N=NC(=S)Nc2ccccc2F)c2cc(S(=O)(=O)N3CCOCC3)ccc21 | 15 | 0.2 | -106 | 37* | -8 | -4 | 1.4 | -0.6 | -4
N#Cc1ccc(C23CC4(C2)[C@H](CN(CC2CCCCC2)[C@@H]4c2ccccc2)C3c2ccccc2)cc1 (some centres not stated) | 3 | 0.1 | -25 | 1.1 | -24 | 21 | x | 2.7 | -4
Cn1nccc1/C=C(/C#N)S(=O)(=O)c1ccccc1 | -13 | 0.0 | -11 | x | 8 | -19 | 0.0 | -0.5 | -8

Entries listed so far printed as active in EBV gp42 inh.
SMILES | Rad51 HR inh | m-calpain inh | KCC2 mod | EBV gp42 inh | PERK inhibitor | eIF4E-4G inh
COc1ccc(C2C(C(=O)c3cccs3)=C(O)C(=O)N2c2nncs2)cc1 (configuration not stated) | i | -26 | x | 133* | 0.6 | -1

The list goes on.
SMILES | Rad51 HR inh | zVAD death inh | m-calpain inh | KCC2 mod | EBV gp42 inh | MDM2 E3 inh | PERK inhibitor | TNF necrop inh | eIF4E-4G inh
O=C(NCC(=O)N(c1cccnc1)C(C(=O)NC1CCCC1)c1ccccc1)c1ccco1 (configuration not stated) | 3 | 3.5 | -25 | 0.92 | -12 | 10 | 1.0 | 0.7 | 2
Cc1cc(N)ccc1-n1c(C)ccc1C | 0 | 0.8 | 8 | -0.45 | -4 | -22 | 0.2 | 1.1 | -5
O=C(NCCSCc1c(F)cccc1Cl)c1ccco1 | 0 | 0.0 | 10 | -0.036 | -24 | -15 | -0.1 | -0.2 | -6
CN(C)c1ccc(C(=O)OCC(=O)Nc2ccc(N3CCOCC3)cc2)cc1 | 1 | 0.5 | 18 | -0.15 | -8 | -11 | 0.2 | 1.8 | 1
COc1cccc(/C=N/NC(=O)c2ccc(OCc3cccc(Br)c3)cc2)c1 | 2 | 1.1 | 5 | -0.79 | -7 | 5 | 0.8 | -4.8 | 3
CN(C)CCCn1c(SCC(=O)N2c3ccccc3Sc3ccccc32)nc2ccccc2c1=O | 2 | -1.0 | -38 | 1.2 | 3 | -10 | -0.5 | -15 | 13
O=C(NCc1ccccn1)c1ccc(Cl)s1 | 0 | 0.9 | -23 | 0.63 | -31 | -7 | 1.3 | 5.3 | 2
COc1ccc(C)cc1NC(=O)CC(O)(C(F)(F)F)C(F)(F)F | 0 | 1.0 | 8 | 0.86 | 11 | -16 | -0.9 | 0.0 | -1
CCOC(=O)C1C2C=CC3(CN(c4cccc(Cl)c4)C(=O)C13)O2 (configuration not stated) | -3 | 1.4 | -10 | -0.0043 | -18 | -1 | 0.1 | 0.5 | 4[fluorescence artefact?]
O=S(Cc1ccccc1)CC(O)(c1ccccc1)c1ccccc1 (configuration not stated) | -1 | 0.0 | 20 | -1.9 | -3 | -14 | -0.9 | -2.6 | -7
Cc1ccc(C2(COC(=O)C(C)C)CO2)c(OC(=O)C(C)C)c1 (configuration not stated) | 4 | 1.4 | 1 | -0.49 | -17 | -23 | x | -0.8 | -19
CCOC(=O)CNC(=O)C1COc2ccccc2O1 (configuration not stated) | x | 0.3 | -20 | 1.1 | -3 | 0 | 1.1 | 2.3 | -5
OCCC1CN(Cc2cnc(-c3ccccc3)s2)CCN1CCc1ccccc1 (configuration not stated) | -3 | -0.3 | 17 | -0.093 | 8 | -8 | 0.3 | 0.8 | 3
CCCc1cc(=O)n2[nH]c(NCc3ccc(OC)cc3)nc2n1 | x | 0.8 | -11 | -0.52 | -12 | -11 | 0.2 | -0.7 | 1
Cc1ccc(C2CC(=O)Nc3cc4c(cc32)OCCO4)s1 (configuration not stated) | 3 | 2.9 | -42 | -0.13 | -16 | -16 | 0.1 | -0.2 | -8[fluorescence artefact?]
Cc1ccc(CNc2ccc3c(c2)OCO3)cc1 | -21 | -0.4 | -13 | 0.43 | 31 | 1 | 0.5 | -11 | 12[fluorescence artefact?]
Cc1nc2cccc(C)n2c(=O)c1Cl | -2 | 0.9 | -1 | -0.45 | -8 | -16 | -1.1 | 0.0 | 1
COc1ccc(OC)c(/C=N/NC(=O)CSc2cc(C)nc3c(OC)cccc23)c1 | 5 | 45 | i | 0.3 | -42 | 2 | -0.2 | 2.4 | 21
COc1ccc(C2CC(C(F)(F)F)n3nc(C(=O)O)cc3N2)cc1OC (configuration not stated) | -6 | 2.2 | -14 | x | -3 | -5 | 2.3 | -0.9 | -3
O=C(Nc1ccc(N2CCOCC2)cc1Cl)C1CCN(C(=O)OCc2ccccc2)CC1 | 9 | 3.5 | -2 | -0.38 | 16 | -4 | -2.0 | 0.6 | 4
COc1ccc(NC(=O)N[C@@H](CCSC)C(=O)O)cc1Cl | -5 | -0.6 | -22 | 0.086 | -13 | -6 | 2.2 | 1.1 | -8[fluorescence artefact?]
CC(=O)c1cc(C#N)c(SCc2ccccc2)nc1C | 5 | 0.9 | 25 | 0.14 | -9 | 15 | 0.6 | -0.7 | 1
CCS(=O)(=O)N1CCN(c2ccc([N+](=O)[O-])c(N3CCOCC3)c2)CC1 | 0 | x | 19 | 0.032 | 2 | -11 | -0.8 | -0.8 | -4
CCOC(=O)c1c(NC(=O)COc2ncnc3ccccc23)sc(C)c1CC | -3 | -0.1 | 35 | -0.9 | -5 | -20 | -0.4 | 3.6 | 2
Cc1ccc(C(=O)O/N=C(\N)c2cccc([N+](=O)[O-])c2)cc1 | x | 0.3 | 16 | 0.32 | 10 | -17 | 1.1 | -2.7 | 1
CNc1nc2c(Cl)cc(Cl)cc2s1 | -1 | 0.6 | -16 | 0.49 | -7 | -9 | 1.0 | -1.4 | -2
Cc1cc(C(=O)OCC(=O)NC2CCCCC2)c(C)o1 | -3 | -0.1 | -12 | -0.84 | -6 | -12 | -0.7 | 0.6 | 6
COc1ccc(Cl)cc1NC(=O)CN1C(=O)CCS(=O)(=O)c2ccccc21 | -6 | 0.2 | 3 | -0.24 | -2 | -2 | -0.5 | 0.7 | 1
COc1ccccc1Nc1nc(N)nc(-c2cc3ccccc3o2)n1 | -6 | 0.3 | -33 | -2.6 | -1 | -5 | -0.9 | 0.2 | 3[fluorescence artefact?]
CCCCOC(=O)c1ccc(NC(=O)c2nn(C)cc2Br)cc1 | -6 | 0.0 | 33 | -0.66 | -3 | -22 | -0.8 | -0.8 | -2
CC1CCN(Cc2nc(Cl)c3c4c(sc3n2)CCC4)CC1 | x | -2.1 | -24 | -0.88 | -13 | -11 | 0.1 | -7.8 | 5
CCN1C(c2ccc(F)cc2)=CS/C1=C(\C#N)c1nnc2n1-c1ccccc1SC2 | 1 | -0.2 | -6 | -5.1* | -4 | -7 | -0.6 | -5.7 | 10
NC(=O)C1(N2CCCCC2)CCN(C2CC(=O)NC2=O)CC1 (configuration not stated) | -5 | 0.3 | -16 | 0.5 | 1 | 1 | 0.2 | 0.4 | -1
Cc1ccc2nc(-c3ccc(NC(=S)NCCC(C)C)cc3)sc2c1 | 0 | -0.4 | x | 0.032 | x | x | 0.2 | -5.4 | x
COC(CNC(=O)c1cc(Sc2nnc(C)s2)nc2ccccc12)OC | 7 | 20 | 2 | 0.16 | -5 | -11 | -1.2 | 3.5 | 2
CCN(CC)CCCNC(=O)CN1C(=O)CSc2ccc(S(=O)(=O)N3CCOCC3)cc21 | x | x | 13 | 0.73 | -1 | -5 | 0.7 | -0.6 | 1
O=C(N/C(=C\c1cccc([N+](=O)[O-])c1)C(=O)N1CCCCC1)c1cccs1 | 4 | 0.0 | 43 | x | -27 | -12 | 0.2 | -3.8 | -18
COc1ccccc1CNC(=O)c1nn(-c2ccc(C)cc2)c(=O)c2c1c1ccccc1n2C | -1 | -0.5 | -3 | 0.43 | -8 | -19 | -0.8 | -7.1 | 1
OCCC1CN(Cc2ccc(Oc3ncccn3)cc2)CCN1Cc1ccc(F)c(F)c1 (configuration not stated) | -5 | 0.6 | -11 | -0.49 | -12 | 3 | -0.8 | 6.0 | -5
Cc1n[nH]c(=S)n1-c1ccccc1 | 24 | 2.0 | 20 | -0.57 | -1 | -7 | 0.9 | -0.6 | -2
COc1ccc(/C=C2\SC(=S)N(CC(=O)Nc3nnc(C)s3)C2=O)cc1 | x | x | 6 | 2 | -38 | x | 2.2 | 0.1 | 6
CCOC(=O)c1c(NC(=O)Cn2nc(C(F)F)cc2C(F)F)sc(C)c1C | -3 | 0.8 | -7 | -1.2 | -29 | -20 | -1.1 | 1.8 | -10
CCCc1c(NC(=O)Nc2ccc(F)cc2)cnn1-c1ccccc1 | 3 | -0.1 | 30 | -0.6 | 0 | -10 | 0.1 | -1.5 | 4
Cn1ncc(Cl)c(Oc2ccccc2)c1=O | 2 | 0.4 | -3 | x | -26 | -6 | 1.2 | -4.3 | -1
COC(=O)Cc1c(O)ccn(Cc2cccc3ccccc23)c1=O | 1 | 0.1 | 10 | 1.7 | -1 | -8 | 1.8 | -0.2 | 2
CCCc1ncc(C(=O)c2ccc(OC)cc2)n1C | 3 | 0.2 | 16 | x | 0 | -16 | 0.1 | -0.8 | -2

Reformatted with two lines to a compound: entries from further up.
Screens in order – Rad51 HR inh	zVAD death inh	m-calpain inh	KCC2 mod	EBV gp42 inh	MDM2 E3 inh	PERK inhibitor	TNF necrop inh	eIF4E-4G inh
> COC(=O)Cc1c(O)ccn(Cc2cccc3ccccc23)c1=O
→ 1	0.1	10	1.7	-1	-8	1.8	-0.2	2
> CCCc1ncc(C(=O)c2ccc(OC)cc2)n1C
→ 3	0.2	16	x	0	-16	0.1	-0.8	-2

Rows were taken by chance; overall some 3.6% were active at least once.
